# Gli-Sufu block: blocks Gli-Sufu signaling in a luciferase reporter. Sufu-KO-LIGHT fibroblasts, Gli luciferase reporter luminescence. inhibition, % at 5 µM. 0.74% of 340,000 active. AID 588413;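 active means inhibition above about 55%, limit read from the data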;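 further: 0% = DMSO-treated cells and 100% = wells with medium but no cells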
# CXCR6 inh: inhibitors of human CXCR6 receptor; inhibition, % at 20 µM; O00574; 0.36% of 360,000 active; CHO-K1 PathHunter CXCR6 beta-arrestin, luminescence; AID 602244; in the data active means inhibition above about 34%, passing the limit was not always enough;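 further: antagonist mode with CXCL16 agonist at 10 nM final; 0% = 10 nM CXCL16 with DMSO and 100% = unstimulated wells without agonist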
# Target sequence (O00574 whole entry, looked up): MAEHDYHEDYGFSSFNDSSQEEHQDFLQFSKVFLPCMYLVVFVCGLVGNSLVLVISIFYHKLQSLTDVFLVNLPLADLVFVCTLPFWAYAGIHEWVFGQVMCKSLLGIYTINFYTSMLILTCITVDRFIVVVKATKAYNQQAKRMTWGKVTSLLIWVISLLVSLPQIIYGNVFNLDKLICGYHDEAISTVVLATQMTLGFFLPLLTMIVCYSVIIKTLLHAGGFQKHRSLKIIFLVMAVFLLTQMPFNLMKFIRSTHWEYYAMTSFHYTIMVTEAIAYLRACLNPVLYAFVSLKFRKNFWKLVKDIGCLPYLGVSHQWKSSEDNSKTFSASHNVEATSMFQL
# UPR CHOP act: activators of apoptotic arm of unfolded protein response (CHOP). CHO-CHOP luciferase reporter, UPR activation, luminescence; percent of tunicamycin response over DMSO baseline. activation, % at 10 µM. 0.34% of 330,000 active. AID 449763;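 active means at 10 µM dose, activation of 40% or more, normalized to positive control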;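 further: 100% = tunicamycin at 10 µg/mL and 0% = DMSO alone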
#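 System: CHO CHOP reporter cells. Amount: 500 cells per well. Buffer or medium: F12 medium, 10% FBS. Compound dosing: one dose, 10 µM in 0.5% DMSO. Incubation: 6 h compound exposure at 37 °C after overnight seeding. Technique: Steady-Glo luciferase luminescence. Benchmarks: tunicamycin and DMSO controls.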
# 697 NFkB inh: lowers PMA/ionomycin-induced NF-kB signal in 697 B cells. inhibition, % at 4 µM. 0.33% of 330,000 active. 697 B-cell NF-kB luciferase reporter, 16 h; in the data active means inhibition above about 35%
# UPR XBP1 act: adaptive UPR (XBP1) activation | CHO-XBP1 luciferase reporter, IRE1-XBP1 UPR activation, luminescence; percent of tunicamycin response, DMSO as zero | activation, % at 20 µM | 0.33% of 330,000 active | AID 463104;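 active means versus positive control, 20 µM dose yields 30% or more activation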;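 further: 100% = tunicamycin at 10 µg/mL and 0% = DMSO only wells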
#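 Assay system: IRE1-XBP1 luciferase reporter CHO line. Input: 1000 cells/well. Buffer or medium: F12 with 10% serum. Doses: 20 µM, 1% DMSO. Times: overnight seeding at 37 °C, 6 h compound treatment at 37 °C. Technique: Steady-Glo luciferase glow luminescence, 10 min after reagent addition.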
# Jurkat NFkB inh: inhibitors of the PMA/ionomycin-induced NF-kB reporter in Jurkat cells. PMA/ionomycin-induced NF-kB luciferase reporter, luminescence. inhibition, % at 4 µM. 0.53% of 330,000 active; in the data active means inhibition above about 50%
# EBI2 antag: EBI2 (human) antagonism; P32249; EBI2 beta-arrestin recruitment, luminescence, 7a,25-OHC stimulated; inhibition, % at 5 µM; 0.81% of 360,000 active; AID 651636; in the data active means inhibition above about 38%;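 further: enzyme fragment complementation signal reports receptor beta-arrestin coupling in cells; 0% = agonist plus DMSO wells and 100% = wells without agonist; some results beyond the cut were filed as inactive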
# Mdm2 MdmX PPI: inhibitors of human Mdm2/MdmX interaction. O15151+Q00987. SaOS-2 split-luciferase Mdm2/MdmX complementation, luminescence. inhibition, % at 8 µM. 3% of 330,000 active. AID 485346;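 active means inhibition of at least 50% at 8 µM in the primary screen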
# CCR6 antag: CCR6 (human) receptor antagonism; P51684; CHO-K1 CCR6 PathHunter beta-arrestin, luminescence, CCL20-stimulated; inhibition, % at 20 µM; 0.49% of 340,000 active; AID 493098;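 active means compounds whose inhibition of the agonist-driven luminescence signal at 20 µM reaches about 50%, limit read from the data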;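 further: cells stimulated with CCL20 at 14 nM final; plate controls were DMSO with CCL20 for no effect and DMSO without agonist for full effect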
# Target sequence (P51684 whole entry, looked up): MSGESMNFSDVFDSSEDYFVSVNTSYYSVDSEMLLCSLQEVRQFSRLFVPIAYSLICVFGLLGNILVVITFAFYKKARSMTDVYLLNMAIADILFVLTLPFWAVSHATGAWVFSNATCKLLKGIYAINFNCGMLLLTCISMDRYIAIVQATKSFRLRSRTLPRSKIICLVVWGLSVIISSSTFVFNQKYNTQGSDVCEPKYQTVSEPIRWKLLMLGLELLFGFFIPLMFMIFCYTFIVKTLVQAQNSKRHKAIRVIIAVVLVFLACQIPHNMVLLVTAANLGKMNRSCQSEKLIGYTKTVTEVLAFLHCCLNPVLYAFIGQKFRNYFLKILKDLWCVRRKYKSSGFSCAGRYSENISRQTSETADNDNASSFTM
# Numbers without * were called inactive; · = not tested or not shown. Outcome played no part in choosing rows (roughly 5% active in at least one column).
SMILES,Gli-Sufu block,CXCR6 inh,UPR CHOP act,697 NFkB inh,UPR XBP1 act,Jurkat NFkB inh,EBI2 antag,Mdm2 MdmX PPI,CCR6 antag
Cc1c(Cl)c([N+](=O)[O-])nn1CCCC(=O)Nc1cccnc1,-5,1,0.6,9,-3,2,-5,-1,8
Cc1cc(NC(=O)CSc2nc(N)c(NC(=O)c3ccccc3F)c(=O)[nH]2)no1,2,-10,-0.5,12,-2,4,8,9,6
Cc1ccc(NC(=O)CSc2nc(=O)cc(N)n2-c2ccccc2)cc1,-2,11,0.1,-10,1,-9,3,-12,5
COc1cc(/C=C2\C(=N)N3N=CSC3=NC2=O)cc(Br)c1OC(=O)c1ccco1,-2,4,0.6,-4,-1,12,-25,3,23
CN1N=C(/C=C/c2ccccc2)CCC1=O,-45,-4,0.8,-23,3,-37,3,-21,1
COc1ccccc1CN(C)C(=O)COC(=O)c1cc(C)oc1C,9,-4,1.6,11,1,1,0,-13,5
O=C(COC(=O)COc1ccc2ccccc2c1)Nc1cc(C(F)(F)F)ccc1N1CCOCC1,6,-2,-1.7,-17,2,-15,1,11,-1
Cc1ccc2nc(-c3ccc(NS(=O)(=O)c4ccc(F)c(F)c4)cc3)sc2c1,-116,-11,·,·,·,·,1,·,6
O=C(NCc1ccco1)c1ccc(Cn2c(=O)c3sccc3n(Cc3ccc(F)cc3)c2=O)cc1,1,1,-0.7,5,-3,12,11,38,5
Cc1ccc(C)c(N2C(=O)CC(Cc3ccc(Cl)cc3)C2=O)c1 (configuration not stated),-6,4,-0.3,-9,-1,4,0,19,1
N#CC1=C(N)Oc2cc(N)ccc2C1c1ccsc1 (configuration not stated),9,8,-0.8,4,-5,-11,0,11,1
CC(=O)Nc1cccc(NC(=O)CSc2ccc(C(F)(F)F)cc2[N+](=O)[O-])c1,-9,-4,0.1,5,-2,-1,12,-19,-8
CCCNC(=O)COC(=O)/C(C#N)=C/c1cc(C)n(CCC)c1C,-16,-2,1.2,-5,-3,1,4,1,-10
Cc1ccc(NC(=O)CCC(=O)NNS(=O)(=O)c2ccccc2)c(C)c1,-4,-9,1.1,-1,-5,-14,-3,10,4
CC(=O)NCCC(Cc1ccccc1)c1ccco1 (configuration not stated),-17,5,-2.1,7,-1,14,-1,15,26
NS(=O)(=O)c1ccc(CCNc2ccccc2[N+](=O)[O-])cc1,-9,5,7.5,10,5,-19,-10,15,26
O=C(Nc1ccccc1)c1cccc(S(=O)(=O)Oc2ccc([N+](=O)[O-])cc2)c1,3,-17,-0.9,10,-3,21,6,-6,-5
Cc1cc(C)c2nncn2n1,-8,3,0.8,-1,1,3,2,-18,1
Cc1ccc(NC(=O)C2CCN(S(=O)(=O)c3cnc[nH]3)CC2)cc1C,1,-4,0.9,13,0,-18,-2,11,9
O=C(Nc1ccc(Cl)c(Cl)c1)c1cccc(S(=O)(=O)NCc2cccnc2)c1,16,-6,-2.0,-8,-3,12,3,48,18
C/C(=N/NC(=O)c1cccs1)c1cccc(NC(=O)C2CC2)c1,-11,-2,0.9,-17,5,-24,1,-6,-9
COc1ccc(CC(=O)OCC(=O)c2ccc(S(=O)(=O)N3CCCCC3)cc2)cc1,1,48*,1.0,6,-4,7,7,0,65*
Cc1ccccc1N1CCN(C2CCCN(C(=O)CCN3CCCCO3)C2)CC1 (configuration not stated),11,-2,-0.1,1,-6,2,4,14,21
Cc1ccc(S(=O)(=O)NC(=O)Nc2ccccc2)cc1,-4,8,0.5,2,-2,6,7,17,-4
CCOC(=O)C1=C(C)NC(=S)NC1c1ccc(OCC(=O)N2CCCCCC2)c(OC)c1 (configuration not stated),-3,8,0.4,-6,1,10,-4,6,-3
SMILES,Gli-Sufu block,CXCR6 inh,UPR CHOP act,697 NFkB inh,UPR XBP1 act,Jurkat NFkB inh,EBI2 antag,Mdm2 MdmX PPI,CCR6 antag
O=C(NCc1nnc(SCC(=O)N2CCOCC2)o1)c1cccs1,-1,-1,-0.1,-22,0,-23,-7,-3,13
CC12CCC(=O)N1C(C(=O)N1CCN(S(=O)(=O)c3ccccc3F)CC1)CS2 (configuration not stated),14,3,-1.3,5,-1,6,0,28,0
O=C(COC(=O)c1ccc(F)cc1Cl)NC1CCS(=O)(=O)C1 (configuration not stated),3,0,1.3,7,2,8,-9,6,9
C/C(CC(=O)Nc1ccc(C)c(Cl)c1)=N\NC(=O)c1ccccn1,17,-1,1.1,-21,3,-20,-4,-33,2
CCOc1c2ccc(C(=O)NCc3ccc(C)cc3)cc2nn1CC,-4,0,2.6,5,3,3,3,5,12
O=C(Cn1cncn1)NCc1ccc(Cl)cc1,0,14,0.6,-15,-1,-2,-5,15,-9
COc1ccc(/C=C/C(=O)OCC(=O)NC2CCCC(C)C2C)cc1 (configuration not stated),7,-2,1.4,-20,3,-10,32,7,4
CC1(C)CC(=O)C2=C(C1)N(CCN1CCOCC1)C1=C(C(=O)CC(C)(C)C1)C2c1ccc(Cl)c([N+](=O)[O-])c1,-3,4,-3.0,14,-2,-1,9,30,18
O=C1C=C(c2cccc(Cl)c2)C[C@@H](c2ccc(F)cc2)C1,-6,4,-0.4,8,0,1,22,21,21
O=C(NN1C(=O)/C(=C/c2ccc(O)c([N+](=O)[O-])c2)SC1=S)c1ccccc1Cl,8,39*,-0.8,11,-1,3,15,16,54*
O=C(Cn1cc(CCO)nn1)N1CCNCC1,8,1,1.9,18,-2,8,-9,-4,8
C=CCN=C(NC#N)SCC(=O)c1cccc(OC)c1,-26,3,0.9,-22,-1,-19,-9,5,-13
COc1cccc(-c2nc(CSCC(=O)N3CCc4ccccc43)c(C)o2)c1,6,0,0.1,6,-2,-3,-4,18,26
CC(NC(=O)c1ccc([N+](=O)[O-])o1)C1CC2CCC1C2 (configuration not stated),-40,-12,0.5,-16,0,-12,-25,1,-6
O=C(O)C(Cc1ccc(Cl)cc1)Sc1nc2ccccc2[nH]1 (configuration not stated),3,-3,-0.7,9,-1,-1,-2,10,9
COc1ccc(OC)c(-n2c(C)cc(/C=C3\C(=N)N4N=C(CC(=O)N5CCOCC5)SC4=NC3=O)c2C)c1,-13,-3,1.0,-13,-1,-2,-5,10,23
CCOC(=O)N1CCC(NC(=O)CS(=O)(=O)Cc2nc(-c3ccccc3Cl)oc2C)CC1,6,-2,1.3,-8,-2,8,3,-7,20
NC(=O)COc1ccc2cc(-c3ccc(F)cc3)c(=O)oc2c1,-8,5,5.5,-29,-1,-62,3,20,-5
Cc1csc(NC(=O)CSc2nnc(-c3ccncc3)n2C)n1,-1,-1,-0.2,2,0,-8,-5,-17,7
Cc1cc(C(=O)N2CCN(c3ncccn3)CC2)c2cc(F)ccc2n1,2,-3,-0.6,3,-4,9,-14,18,-2
NNC(=O)c1ccc(COc2ccc3c(c2)CCC3)cc1,-35,-1,0.3,-63,-3,-62,-1,-15,-33
CC(C)OC(=O)CSc1nc2ncccc2[nH]1,10,8,1.5,-10,-1,-12,-3,15,-6
CC(=O)Oc1ccc(OC(C)=O)c2c1C1C=CC2CC1,7,-4,·,·,·,·,-5,·,-5
CCOC(=O)c1ccc(NC(=O)CSc2nc(SC)ns2)cc1,-6,2,3.8,-33,1,-89,4,-63,19
Cc1ccc(NC(=O)COC(=O)c2cccc(OC(F)F)c2)cc1S(=O)(=O)N1CCCCC1,9,10,1.1,-7,-1,-11,-13,-29,9
SMILES,Gli-Sufu block,CXCR6 inh,UPR CHOP act,697 NFkB inh,UPR XBP1 act,Jurkat NFkB inh,EBI2 antag,Mdm2 MdmX PPI,CCR6 antag
Cn1c(=O)c2ncn(CC(=O)Nc3ccc(N4CCOCC4)cc3)c2n(C)c1=O,-1,1,-1.6,11,0,-8,-2,-17,8
C[C@@]12C(=O)N(Cc3ccco3)CC(=O)N1[C@H]1c3cc(Cl)ccc3OC[C@@H]1[C@@H]2c1ccccc1,-4,18,2.3,0,-3,8,2,-26,14
COCc1ccc(CN2CCC(Oc3ccc(C(=O)NCc4ccccn4)cc3)CC2)o1,5,-2,0.9,21,-2,16,0,27,15
O=C(NCn1cnccc1=O)c1ccccc1,-3,2,0.5,11,3,-8,-1,-17,-21
Cn1c(=O)c2c(nc(N3CCNCC3)n2Cc2ccccc2Cl)n(C)c1=O,20,7,0.0,15,-1,1,4,-26,17
COCCN(C(=O)c1snc(C(N)=O)c1N)C(C(=O)NC1CCCCC1)c1cc(OC)c(OC)c(OC)c1 (configuration not stated),-12,-2,0.8,10,-3,2,0,-6,-7
CCOc1ccc(CCNC(=O)Cc2ccc(NC3=NC4CS(=O)(=O)CC4S3)cc2)cc1OCC (configuration not stated),-7,4,-0.1,-14,-4,12,-4,23,3
O=C(COC(=O)c1cc(=O)[nH]c2ccccc12)Nc1nc(-c2ccc(F)cc2)cs1,-25,-5,·,·,·,·,9,·,-11
OCCCc1cn(-c2ccccc2)c2ccccc12,-2,-1,3.7,-26,2,-7,4,-10,-2
CC(OC(=O)/C(C#N)=C/c1ccc(N(C)C)cc1)C(=O)NCc1ccco1 (configuration not stated),·,-2,3.7,0,0,1,-1,13,·

# Structures above that contain two or more sulfur atoms, in the order listed:
SMILES,Gli-Sufu block,CXCR6 inh,UPR CHOP act,697 NFkB inh,UPR XBP1 act,Jurkat NFkB inh,EBI2 antag,Mdm2 MdmX PPI,CCR6 antag
Cc1ccc2nc(-c3ccc(NS(=O)(=O)c4ccc(F)c(F)c4)cc3)sc2c1,-116,-11,·,·,·,·,1,·,6
O=C(NCc1nnc(SCC(=O)N2CCOCC2)o1)c1cccs1,-1,-1,-0.1,-22,0,-23,-7,-3,13
CC12CCC(=O)N1C(C(=O)N1CCN(S(=O)(=O)c3ccccc3F)CC1)CS2 (configuration not stated),14,3,-1.3,5,-1,6,0,28,0
O=C(NN1C(=O)/C(=C/c2ccc(O)c([N+](=O)[O-])c2)SC1=S)c1ccccc1Cl,8,39*,-0.8,11,-1,3,15,16,54*
Cc1csc(NC(=O)CSc2nnc(-c3ccncc3)n2C)n1,-1,-1,-0.2,2,0,-8,-5,-17,7
CCOC(=O)c1ccc(NC(=O)CSc2nc(SC)ns2)cc1,-6,2,3.8,-33,1,-89,4,-63,19
CCOc1ccc(CCNC(=O)Cc2ccc(NC3=NC4CS(=O)(=O)CC4S3)cc2)cc1OCC (configuration not stated),-7,4,-0.1,-14,-4,12,-4,23,3

# Assay outcomes from PubChem.
